dFosB activator: activators of delta FosB homodimer, primary screen, biochemical, fluorescence polarization, TAMRA-CDK5 oligo, single point. activation, % at 25 µM. 0.99% of 340,000 active. AID 493131, 2011. Protein FosB (Mus musculus), P13346. purified delta FosB; percent of positive-control signal above neutral wells;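 active means mean activation above about 17%, with every replicate also reaching it, limit read from the data, passing the limit was not always enough; inconclusive means only one of the two conditions met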;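 further: fluorescence polarization rise as delta FosB binds a TAMRA Cdk5 AP-1 oligo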
Target sequence (P13346 whole entry, looked up): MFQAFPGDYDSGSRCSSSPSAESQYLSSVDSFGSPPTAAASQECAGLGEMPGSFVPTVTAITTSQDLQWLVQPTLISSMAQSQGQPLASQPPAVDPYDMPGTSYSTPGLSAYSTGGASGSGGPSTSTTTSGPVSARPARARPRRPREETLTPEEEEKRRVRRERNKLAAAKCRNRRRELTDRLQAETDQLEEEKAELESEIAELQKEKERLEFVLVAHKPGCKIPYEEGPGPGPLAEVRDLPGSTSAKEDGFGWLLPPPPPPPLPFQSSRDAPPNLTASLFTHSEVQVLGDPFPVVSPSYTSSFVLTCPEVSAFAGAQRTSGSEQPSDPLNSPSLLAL
CDK5 p35 inh: inhibitors of human CDK5/p35 kinase, primary screen, biochemical, single concentration | Cyclin-dependent kinase 5 (Homo sapiens) + Cyclin-dependent kinase 5 activator 1 (Homo … | Recombinant CDK5/p35, ADP-Glo luminescence, 60 min | inhibition, % at 10 µM | 0.01% of 330,000 active | AID 488839, 2010;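 active means highest replicate inhibition of at least 50% and at least 75% of replicates reaching 50%; inconclusive means only one of the two criteria met; inactive means both criteria failed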;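 further: plate controls were DMSO neutral control for no effect and GW8510 at 10 µM for full effect; many of its hits are not listed in these tables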
Rtt109 HAT inh: inhibitors of C. albicans Rtt109/Vps75 HAT, primary screen, biochemical, ThioGlo CoA-SH fluorescence, plate reader; Histone acetyltransferase RTT109 (Candida albicans (strain SC5314 / ATCC MYA-2876)), …; 0.16% of 330,000 active; AID 540336, 2011; purified Rtt109/Vps75, 4 h; inhibition, % at 34.9 µM;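 active means inhibition of at least 50% in every replicate; inconclusive means best replicate reaches 50% inhibition but some replicates fall short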
Target sequence (Q5AAJ8 whole entry, looked up): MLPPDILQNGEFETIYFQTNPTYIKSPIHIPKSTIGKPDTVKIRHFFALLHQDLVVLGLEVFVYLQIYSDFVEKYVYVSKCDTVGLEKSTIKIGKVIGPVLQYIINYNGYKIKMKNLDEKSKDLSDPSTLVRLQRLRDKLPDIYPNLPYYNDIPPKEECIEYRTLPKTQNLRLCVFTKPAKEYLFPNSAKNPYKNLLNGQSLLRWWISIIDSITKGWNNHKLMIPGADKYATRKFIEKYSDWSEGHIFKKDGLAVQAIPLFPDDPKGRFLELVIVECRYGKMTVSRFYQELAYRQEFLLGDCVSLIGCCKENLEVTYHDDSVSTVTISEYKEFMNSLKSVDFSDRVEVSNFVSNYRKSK
RTF Ca sens act: cardiac RTF calcium sensitivity activators, primary screen, biochemical, IANBD-TnC fluorescence, EC20 calcium; IANBD-labeled TnC RTF fluorescence at EC20 calcium; 0% EC20 calcium, 100% full calcium; activation, % at 7.2 µM; 0.24% of 340,000 active;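 active means activation above the mean over all tested compounds plus 3 SD, cut at about 30% in these data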;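 further: rise in fluorescence read as greater calcium sensitivity of cardiac thin filaments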
Wnt act: Wnt/beta-catenin pathway activators, primary screen, cell-based, plate reader, single point; activation, % at 9.35 µM; Wnt/beta-catenin reporter cell assay, activator; 1.2% of 300,000 active; AID 743398, 2014; in the data active means activation above about 30%, passing the limit was not always enough; inconclusive means no clear call, values can overlap the other calls;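 further: 0% = neutral control wells and 100% = positive control wells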
CAL PDZ FP-1: untagged CAL PDZ binding inhibitors, primary screen, biochemical, fluorescence polarization, HTS; AID 602252, 2012; 0.92% of 300,000 active; inhibition, % at 24.9 µM; purified CAL PDZ, TMR-peptide fluorescence polarization, 1 h; Golgi-associated PDZ and coiled-coil motif-containing protein (Homo sapiens), Q9HD26;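 active means mean inhibition of at least 30% with at least half of replicates also reaching 30%; inconclusive means no clear call, values can overlap the other calls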;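 further: 0% = DMSO neutral control and 100% = excess unlabeled competitor peptide PRC23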
CAL PDZ FP-2: CAL PDZ peptide-binding inhibitors, primary screen, biochemical, fluorescence polarization, Cer-tagged CAL PDZ, HTS | Golgi-associated PDZ and coiled-coil motif-containing protein (Homo sapiens), Q9HD26 | purified CAL PDZ, TMR-peptide fluorescence polarization, 1 h | inhibition, % at 20 µM | 0.02% of 330,000 active | AID 504414, 2011;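 active means highest replicate inhibition of at least 40%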;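 further: plate controls were DMSO neutral control wells for no effect and unlabeled competitor peptide control wells for full effect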
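Read-out basis: mP drop reported as inhibition | Assay system: Tagged CAL PDZ protein CerCALP, purified | Benchmarks: Unlabelled peptide for full inhibition, DMSO wells as neutral | Schedule: 1 h incubation at room temperature before polarization reading | Buffer or medium: Sodium phosphate/NaCl buffer pH 7.4 with TCEP, IgG, Thesit | Doses: Single point, 20 µM | Measured by: Fluorescence polarization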
V-ATPase pH: regulators of yeast V-ATPase proton pumping, primary screen, pHLuorin cytosolic pH fluorescence. S. cerevisiae. response, % at 10 µM. 0.37% of 350,000 active. AID 504577, 2011; in the data active means response mostly above about 7.3%, no sharp cut-off; inactive means mostly below about 5.4%; further: actives read high; inactives centre near 0; some compounds called inactive have numbers as strong as hits
Tat export inh: E. coli Tat export inhibitors, primary screen, MC4100, TorA-mCherry reporter, fluorescence, single point | inhibition, % at 10 µM | 0.036% of 340,000 active | AID 488895, 2010;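 active means mean replicate inhibition at least 50% and at least half of replicates individually reaching 50%; inconclusive means only one of the two criteria met; inactive means neither criterion met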;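 further: exported cargo escapes ClpAP degradation while cytoplasmic cargo is degraded and loses fluorescence; 0% = median of neutral control wells and 100% = median of NaSCN control wells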
MITF TRPM1 HTS: activators of MITF-driven TRPM1 promoter reporter, primary screen, cell-based, SK-MEL-5, luciferase, single point | SK-MEL-5 TRPM1-promoter luciferase, 24 h; % of positive control, neutral wells = 0 | activation, % at 12.5 µM | 0.75% of 300,000 active;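 active means mean activation of at least 80% with every replicate also reaching 80%; inconclusive means mean reaches 80% but some replicate falls short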;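 further: 0% = neutral control wells and 100% = parthenolide positive control wells; values of inactives mirror those of a sister screen read the other way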
* marks the source's active call; other numbers are inactive results; ? = inconclusive; · = not tested or not shown. Outcome played no part in choosing rows; about 4.1% have a hit in one of these screens.

SMILES	dFosB activator	CDK5 p35 inh	Rtt109 HAT inh	RTF Ca sens act	Wnt act	CAL PDZ FP-1	CAL PDZ FP-2	V-ATPase pH	Tat export inh	MITF TRPM1 HTS
Cc1nc2ccc(NC(=O)c3nn(CC(C)C)c(=O)c4ccccc34)cc2s1	-26	-0.2	21	-2	-1	·	-1.8	-6	4	-12
O=C1CC(c2ccc(S(=O)(=O)Nc3cc(C(F)(F)F)cc(C(F)(F)F)c3)cc2)CN1 (stereo unspecified)	-4	0.4	2	-5	·	·	-0.6	-2	-3	-12
CCCCCCCCn1c2c(c(=N)c3ccccc31)CCC2	-21	3.0	?	·	-34	-5	-2.5	-1	-1	-90
CN(Cc1ccccc1)Cc1c(F)cccc1F	0	2.0	-6	4	·	·	-2.3	0	-1	3
O=C(CSc1ccc2nnc(-c3ccccn3)n2n1)Nc1ccc(F)cc1	-2	-4.3	-1	-1	-3	·	0.1	1	-2	-7
Cc1cc(NS(=O)(=O)c2ccc(NC(=O)COc3ccccc3Cl)cc2)no1	-4	-1.3	9	5	·	-3	0.0	-4	-3	-3
Cc1ccc(S(=O)(=O)CCC(=O)OCC(=O)c2c(C)[nH]c3ccccc23)cc1	-12	-1.0	0	3	-3	-1	-1.9	4	14	2
CSCCC(NC(=O)C1CCC(C)CC1)C(=O)Nc1ccc(NC(C)=O)cc1 (stereo unspecified)	-3	0.6	-4	-1	1	-3	-0.1	-1	7	·
CCOC(=O)C1CCN(C(=O)CCNS(=O)(=O)c2ccc3c(c2)CCN3C(=O)CC)CC1	-13	1.6	0	1	-1	9	-0.7	5	0	-1
CCCCCC(=O)Nc1cc(S(=O)(=O)N2CCCCC2)ccc1N1CCCCC1	-2	-0.4	-1	-12	-9	·	0.4	10	1	12
COC(=O)c1cc2sc(Cl)cc2n1CC(=O)N1CCCc2ccccc21	2	-0.7	-10	14	·	-1	-3.2	1	-8	-7
Cc1ccc2c(c1)NC(=O)C(CC(=O)O)O2 (stereo unspecified)	-1	0.1	1	2	0	·	0.0	-2	12	·
COc1ccc(CNS(=O)(=O)NCc2ccccc2)cc1	-4	3.1	·	-11	·	-2	-1.9	2	-3	-2
CC(C)(C)NC(=O)C(c1ccncc1)N(C(=O)c1csnn1)c1cccc2ccccc12 (stereo unspecified)	-4	-0.4	-16	-2	15	-2	-3.0	-1	2	0
COc1ccc(-c2nc(C)sc2CC(=O)O)cc1OC	-12	-1.9	3	0	-2	-3	0.2	1	0	7
CC1CCCN(CCS(=O)(=O)c2ccccc2)C1 (stereo unspecified)	5	-0.6	-6	-4	-2	3	-0.1	4	-5	2
Cc1ccc(S(=O)(=O)N2CCOCC2)cc1C(=O)N1CCCCCC1	-9	0.7	-15	-2	2	-3	-0.4	1	4	0
O=S(=O)(NCCc1csc(-c2cccnc2)n1)c1cccs1	0	-1.4	2	-1	-2	·	-0.9	1	-5	·
CCC/C=N/NC(=O)c1ccccc1O	-6	-3.1	2	-2	-2	-6	0.0	1	3	-1
C[C@@H]1NC(=O)c2cc([N+](=O)[O-])cc(I)c2NCCCC[C@@H](C(N)=O)NC(=O)[C@H](CC(N)=O)NC1=O	7	0.4	1	-4	·	-7	-1.1	-11	-7	9
CCN(CC)CCOC(=O)c1cccc2c1-c1ccccc1C2O (stereo unspecified)	7	1.4	-6	8	0	9	0.7	-3	4	0
Cc1ccc(NC(=O)CSc2ccc3nnc(-c4cccnc4)n3n2)cc1	-14	0.7	-25	-2	-2	-3	0.9	4	3	3
COc1ccccc1NC(=O)Cc1nnc(SCC(=O)NC2CCCCC2)n1C	-1	0.4	-1	-9	0	-1	-2.3	-3	-3	-10
Cc1nc(C)c(C(=O)O)s1	10	-3.6	-3	-1	-2	5	-0.2	0	2	-2
Cc1cccc2c1N(CC(=O)OC(C)C)C(=O)C2=O	-14	-0.9	13	-4	-1	·	-0.4	8	-4	-11
Cn1c(SCC(=O)O)nc2sc3c(c2c1=O)CCC3	5	0.3	-9	-2	0	-6	-0.9	-1	-7	-4
CCOC(=O)c1c(NC(=S)NC)sc2c1CC(C)(C)SC2	-7	-0.5	-5	0	·	0	-0.1	-4	-4	-14
O=C(NC(=S)Nc1ccccc1C(=O)O)c1ccc2ccccc2c1	1	1.1	-2	-1	9	-5	-3.8	0	4	10
O=C(O)c1ccc(NC(=O)c2ccccc2NC(=O)c2cccc(Br)c2)cc1	-19	-1.8	-1	-2	1	·	-1.8	4	-6	·
COc1cc(S(=O)(=O)Nc2ccccc2C)ccc1Cl	-4	-2.2	1	4	·	-4	-3.3	0	-3	3
Cc1ccc(C)c(S(=O)(=O)Nc2cc(SCC(=O)O)c(O)c3ccccc23)c1	-6	20	-40	-2	·	17	45*	-4	?	-65
CCCOc1ccc(C2/C(=C(\O)c3c(C)[nH]c(C(=O)OC)c3C)C(=O)C(=O)N2CCN(C)C)cc1 (stereo unspecified)	11	0.1	9	-4	·	0	1.0	1	0	-3
CN(C(=O)COC(=O)/C=C/c1cccs1)C1CCCCC1	3	0.6	·	-4	-10	2	-1.0	-2	-3	28
Cc1nc2ccc(Br)cc2c2c1CC(CBr)O2 (stereo unspecified)	-13	1.6	2	2	-1	-4	-1.8	-2	7	·
CCn1cc(C(=O)O)c(=O)c2cnc(N3CCN(C(=S)NC(=O)c4ccccc4)CC3)nc21	-5	-0.9	1	-2	-5	-3	-2.4	-5	4	-11
COc1ccc(C(=O)CCC(=O)NCCc2c[nH]c3ccccc23)cc1	0	1.0	·	2	1	-3	-0.7	1	0	-5
O=C(C[n+]1ccc(/C=C/c2ccccc2)cc1)c1ccc2c(c1)OCCO2	14	1.2	1	-1	2	·	-1.7	-3	-2	·
Cc1nc(CSc2nnc(Nc3cccc(C)c3C)s2)cs1	-3	0.1	8	-7	0	-2	-1.9	2	-5	5
CC(C)CCNC(=O)C1CCC(=O)N1C(C)C (stereo unspecified)	5	-1.3	0	-2	·	1	0.1	-1	7	3
CCn1c(SC(C)C(=O)NC2CCCc3ccccc32)nnc1-c1cccs1 (stereo unspecified)	-6	1.0	?	0	·	-4	-0.4	4	-3	-2
CCCOc1ccc(C(=O)O/N=C(\CC)c2ccc(C)cc2)cc1	-4	-1.2	4	4	·	7	-0.6	-5	1	-3
O=C(Cn1nc(C(=O)O)c2ccccc2c1=O)NCCC1=CCCCC1	?	-1.4	5	-1	·	-2	-0.9	0	-9	-7
COc1cc(/C=C/C(=O)O)cc(S(=O)(=O)Nc2ccccc2Oc2ccccc2)c1OC	0	0.6	2	-4	1	2	-0.5	-3	-2	-6
CN(C(=O)c1cccc(NC(=O)Cc2ccc(NC(=O)C3CCN(C(=O)C4CC4)CC3)cc2)c1)C1CCCCC1	-6	2.9	-9	5	-5	-2	-3.5	5	-10	-6
O=C(Nc1ccc(O)cc1C(=O)O)c1ccc(NC(=O)c2ccco2)cc1	-2	-0.5	7	-3	8	-1	2.3	-3	2	-21
CC(=O)N1CC(=O)N=C1SCC(=O)Nc1nc(-c2ccccc2)c(-c2ccccc2)s1	-8	-0.6	4	3	·	-4	-1.5	-3	-8	21
CC1CCN(CCC(=O)Nc2ccc(F)c(F)c2)CC1	1	0.1	-7	4	-2	·	0.4	-3	-1	7
CCCCNC(=S)N(CCN(C)C)Cc1cc2cc3c(cc2[nH]c1=O)OCCO3	-5	-0.5	6	2	-1	5	-1.4	1	-4	-6
CCc1nc(C)cn1S(=O)(=O)c1ccc(Cl)c(Cl)c1Cl	-1	-0.1	-7	-3	1	2	-0.4	1	0	·
COc1ccc(C(=O)NC2CCc3ccccc32)cc1OC1CCN(C(C)C)CC1 (stereo unspecified)	-6	1.9	-5	-2	0	0	-1.9	1	-10	-4
CCOC(=S)N/C(=N\S(=O)(=O)c1ccc(C)cc1)c1ccccc1	7	-0.7	2	-7	-1	-2	-3.1	-4	15	11
COc1ccc(/C=N/NC(=O)c2cc(Br)ccc2O)cc1Cn1cc(Cl)cn1	3	-0.4	12	-6	-2	-1	-3.2	4	-6	14
Cc1nn(CC(=O)NCCCN2CCCCC2)c(=O)c2cc(-c3ccccc3)nn12	-10	-0.1	-10	-5	-1	-3	-3.4	2	-3	29
COc1cc(C(=O)Nc2ccc(C)cc2)c(-n2cnnn2)cc1OC	-3	-0.2	-5	2	-2	·	-1.7	-2	-10	-5
CC(C)Cc1nnc(NC(=O)CSc2nc(O)c(-c3ccccc3)c(=O)[nH]2)s1	-7	1.0	-2	-2	0	0	-1.7	0	-1	3
COc1ccc(CSc2nnc(C)n2N)cc1[N+](=O)[O-]	5	0.8	-2	-1	-1	-5	0.0	-5	-7	3
CC(C(=O)Nc1ccccc1)N1C(=O)c2ccccc2C1=O (stereo unspecified)	-14	0.3	·	1	-1	-2	-1.0	1	-3	-3
O=C1C2C3C=CC(CC3)C2C(=O)N1c1ccc(Cl)cc1Cl (stereo unspecified)	5	0.6	-3	-3	-1	-1	0.1	-2	-7	4
NC(=O)c1ccccc1N/C=C/C(=O)c1ccccc1	-7	0.6	4	4	48*	0	-1.3	4	-5	·
CCc1nc(SCC(=O)c2ccc(Cl)s2)c2oc3ccccc3c2n1	-9	1.2	2	6	·	-2	-0.8	4	-7	1
(listing goes on)
SMILES	dFosB activator	CDK5 p35 inh	Rtt109 HAT inh	RTF Ca sens act	Wnt act	CAL PDZ FP-1	CAL PDZ FP-2	V-ATPase pH	Tat export inh	MITF TRPM1 HTS
COc1ccc2nc(Nc3ccccc3)sc2c1	2	2.2	3	0	14	-6	0.2	-2	-13	95*
CCCC(=O)Nc1c(-c2cccs2)c(=O)c2ccccc2n1C	-8	0.6	-5	0	·	-3	-0.1	-1	1	0
COc1ccccc1NC1=C(C)C(=O)CC1	4	1.0	-13	3	·	-1	-2.9	-2	-3	-5
COc1ccc2c(CC(=O)Nc3ccc(OC)c(NS(=O)(=O)c4ccc(F)cc4)c3)coc2c1	-1	-0.2	2	-5	1	-1	-0.1	2	9	-3

Screening data: PubChem, several laboratories
